# Source: PubChem (National Center for Advancing Translational Sciences (NCATS))
# PTAP TSG101 blk: blocks PTAP/TSG101 interaction to inhibit HIV-1 budding | Fluorescence polarization, FITC-PTAP peptide / Tsg101 binding | Q99816 | Potency, µM (titrated, usually from 115 µM), for inactives: top-dose activity change, negative = inhibition, usual class: inhibitors | 340,000 tested, under 10 active; active means well fitted inhibition curve with a large enough effect in the main read-out, with a control signal flat, not every such curve was filed as active; inconclusive means small, poorly fitted or top-dose-only effect, or effect the other way, or a change in a side signal; inactive means no such curve, though single readings can be large or run the other way; further: potency means the concentration at half of the fitted maximal effect; % of control where 0% means no effect
# Target sequence (Q99816 whole entry, looked up): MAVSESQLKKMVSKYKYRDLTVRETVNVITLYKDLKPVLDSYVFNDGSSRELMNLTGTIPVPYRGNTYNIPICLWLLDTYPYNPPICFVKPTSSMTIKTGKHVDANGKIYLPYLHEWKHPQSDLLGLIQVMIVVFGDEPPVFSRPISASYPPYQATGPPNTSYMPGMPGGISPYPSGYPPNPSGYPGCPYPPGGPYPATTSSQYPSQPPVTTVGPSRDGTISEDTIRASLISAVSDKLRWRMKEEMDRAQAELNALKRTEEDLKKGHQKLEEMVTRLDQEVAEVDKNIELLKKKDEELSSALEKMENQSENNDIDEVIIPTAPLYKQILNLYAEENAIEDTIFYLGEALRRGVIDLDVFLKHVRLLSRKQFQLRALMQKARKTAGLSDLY
#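 Compounds were pin-transferred onto Tsg101 binding domain (10 uM final) in HEPES pH 7.5 buffer, then FITC-PTAP peptide was added at 50 nM final. After 20 min at RT, polarization reported peptide displacement across a qHTS concentration series.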
# TCR activator: activators of T cell receptors | primary human leukocytes, anti-CD3, IL-2 HTRF, 48 h | Potency, µM (highest dose often 9.22 µM), for inactives: at the top dose activation of IL-2 secretion, usual class: activators | 330,000 tested, under 10 active; further: % of control where 0% means no effect
#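 Primary human leukocytes incubated 48 hr with anti-CD3 beads plus compound, without co-stimulation. Secreted IL-2 measured by HTRF (europium cryptate/d2 anti-IL-2 pair, 320 nm excitation, 665 nm emission).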
# S-ASM inh: human S-ASM enzyme inhibition | P17405 | placental ASM, HMU-PC fluorogenic substrate, 60 min | Potency, µM (series often up to 57.5 µM), without a hit: at the top dose activity change, negative = inhibition, usual class: inhibitors | 340,000 tested, 0.006% active; further: potency means the concentration at half of the fitted maximal effect
# Target sequence (P17405 47-631 limits assumed): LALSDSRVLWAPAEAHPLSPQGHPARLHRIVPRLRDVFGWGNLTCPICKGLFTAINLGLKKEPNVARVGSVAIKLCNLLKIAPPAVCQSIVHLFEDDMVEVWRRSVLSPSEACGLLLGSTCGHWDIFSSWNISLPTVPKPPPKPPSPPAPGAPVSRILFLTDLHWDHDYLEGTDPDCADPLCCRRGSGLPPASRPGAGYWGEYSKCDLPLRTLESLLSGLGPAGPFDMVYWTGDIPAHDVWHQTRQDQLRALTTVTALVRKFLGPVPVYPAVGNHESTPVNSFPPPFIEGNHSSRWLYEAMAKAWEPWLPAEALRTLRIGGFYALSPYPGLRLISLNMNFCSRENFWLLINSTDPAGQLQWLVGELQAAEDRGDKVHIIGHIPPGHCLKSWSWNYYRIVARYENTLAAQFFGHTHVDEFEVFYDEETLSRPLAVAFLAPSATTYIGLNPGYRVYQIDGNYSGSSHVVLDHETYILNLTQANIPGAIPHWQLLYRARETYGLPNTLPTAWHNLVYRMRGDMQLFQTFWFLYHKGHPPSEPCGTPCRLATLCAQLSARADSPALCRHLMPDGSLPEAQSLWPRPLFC
#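 Human placenta-derived ASM preincubated with compound 10 min at room temperature, then reacted with 9 uM (final) fluorogenic HMU-PC substrate for 60 min at 37 C. Stop solution raises pH to 10; fluorescence read at Ex 386/Em 447 nm.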
# a7 integrin act: activators of alpha7 integrin expression for muscular dystrophy; AID 624291; alpha7betagal myoblasts, beta-gal FDG fluorescence, 48 h; Potency, µM (series often up to 38.3 µM), for inactives: at the highest dose activation, usual class: activators; 350,000 tested, 0.064% active;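 further: potency means the concentration at half of the fitted maximal effect; 100% = response of the positive control SU9516; nearly all actives have a fitted effect of over 60% in size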
#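 alpha7betagal+/- myoblasts (passage 13, 250/well) treated 48 h at 37C with compounds at 1:260 dilution of DMSO stock. Lysed, then beta-galactosidase activity read as FDG fluorescence (ex 480/em 540) after 30 min, with pre-read for autofluorescence.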
# Active calls of the source: *; ? = inconclusive; [ ] = another dose, or the depositor's remark. Unless noted, the call rests on the fitted dose curve; in most records, active means well fitted curve in the direction sought with a large enough effect; inconclusive means small, poorly fitted or top-dose-only effect, or another doubt; inactive means no such curve, though single readings can be large; an effect the other way counts as inactive or inconclusive. A portion of the library (hit frequency here may not be typical).
cpd	mol	PTAP TSG101 blk	TCR activator
1	COc1cc(NC(=O)c2cc(OC)c(OC)c(OC)c2)c2ncccc2c1	-1%	1%
2	CC(C)=C1CCC(C)CC1=NNC(N)=S (centres undefined)	0%	0%
3	CS(=O)(=O)NNC(=O)Cn1nnc(-c2ccc(OCc3ccccc3Cl)cc2)n1	-4%	0%
4	O=C(Nc1ccc2c(c1)Cc1ccccc1-2)c1cc2ccccc2o1	0%	2%
5	CN(C)CCCn1c(=O)n(C2CCCCC2)c(=O)c2c3c(sc21)CCCCC3	-6%	3%
6	Cc1ccsc1C(=O)N1CCN(c2ncc(C(F)(F)F)cc2Cl)CC1	-3%	1%
7	Cc1ccc(C2NC(=O)c3ccccc3N2)c(C)c1 (centres undefined)	-3%	2%
8	Oc1ccc2ccc3cccc[n+]3c2c1	?	-4%

cpd	S-ASM inh	a7 integrin act
1	-2%	-21%
2	-2%	-44%[inhibitor]
3	-10%	-19%
4	10%	-13%
5	-1%	10%
6	3%	6%
7	221%[activator]	-17%
8	-1%	-9%

# New compounds follow
cpd	mol	PTAP TSG101 blk	TCR activator
9	O=C1[C@@H]2[C@@H](CN3CN(c4ccccc4)N=C(c4ccccc4)[C@@]23c2ccccc2)C(=O)N1c1ccccc1	-1%	-4%
10	O=S(=O)(c1ccccc1)N1CCNCC1	0%	1%
11	O=C1C(=NO)C(c2ccccc2)Oc2ccccc21 (centres undefined)	-4%	4%
12	Cc1ccc(C(=O)O)c(NC=O)c1OCc1ccccc1	-4%	4%
13	COc1cc(OC)c(N(C)S(=O)(=O)c2cccc(C(=O)OCC(=O)N(C)Cc3ccccc3)c2)cc1Cl	-3%	1%
14	O=C(Cc1ccc(S(=O)(=O)N2CCOCC2)s1)N1CCN(S(=O)(=O)c2ccccc2F)CC1	-1%	-24%
15	CN(C)/C=C(\C(=O)c1ccc(Cl)cc1)c1nnnn1-c1ccc(Cl)cc1	-1%	-15%
16	COc1ccc(C(CNC(=O)CCNS(=O)(=O)c2ccc(Br)cc2)N2CCOCC2)cc1 (centres undefined)	1%	-3%

cpd	S-ASM inh	a7 integrin act
9	393%[activator]	22%
10	2%	39%
11	12%	-6%
12	11%	-24%
13	-1%	6%
14	-1%	2%
15	-2%	?
16	0%	-17%

# (further entries)
cpd	mol	PTAP TSG101 blk	TCR activator
17	O=CNc1ccc2c(c1)Cc1cc([N+](=O)[O-])ccc1-2	-1%	-4%
18	C=CCOc1ccc(C=CC(=O)c2c(O)c(OC)c(OC)c(OC)c2OC)cc1	-3%	6%
19	O=C(CNc1cc(S(=O)(=O)N2CCOCC2)ccc1N1CCCC1)Nc1ccc(Cl)cc1	-3%	-4%
20	Cc1ccc(S(=O)(=O)N2CCN(C(=O)c3cc(S(=O)(=O)N4CCOCC4)ccc3F)CC2)cc1	-4%	-8%
21	O=[N+]([O-])CC(c1ccccc1)c1c[nH]c2ccccc12 (centres undefined)	-6%	0%
22	Cc1ccc(OCc2nnc(SCC(=O)O)n2-c2ccccc2)cc1	-2%	5%
23	C[C@@H]1CN(S(=O)C(C)(C)C)[C@@H](CCO)/C1=C\c1ccccc1 (some centres undefined)	-4%	4%
24	CN(CCc1ccccc1)C(=O)c1ccc(NC(=O)Cc2ccc(NC(=O)C3CCN(C(=O)C4CCCC4)CC3)cc2)cc1	1%	-4%

cpd	S-ASM inh	a7 integrin act
17	-4%	3%
18	-16%	-17%
19	-8%	0%
20	-3%	13%
21	-4%	-19%
22	2%	12%
23	-1%	-8%
24	-1%	10%

# The list goes on.
cpd	mol	PTAP TSG101 blk	TCR activator
25	CC(=Nc1ccccc1)C1=C(O)C(Cc2ccc(O)cc2)NC1=O (centres undefined)	-1%	0%
26	CC(=O)Nc1c(Cl)cc2c(c1Cl)Cc1ccccc1-2	-5%	-7%
27	CC1CN(Cc2ccccc2)C(=O)N(c2ccccc2)C1=O (centres undefined)	-3%	-2%
28	C/C(=N\Nc1ccc(Cl)nn1)c1ccccc1O	-3%	-5%
29	CCOc1ccc(NC(=O)CN(C)C(=O)C2CC(=O)N(CCc3ccc(OC)c(OC)c3)C2)cc1OCC (centres undefined)	-6%	4%
30	O=C1NC(=S)NC1Cc1ccc(O)cc1 (centres undefined)	-2%	1%
31	O=C(O)c1cc([N+](=O)[O-])cc2ccccc12	-5%	-1%
32	O=C(Nc1ccccc1Cl)c1ccc(C(=O)Nc2ccccc2Cl)cc1	-7%	8%

cpd	S-ASM inh	a7 integrin act
25	4%	15%
26	-7%	-7%
27	-1%	5%
28	0%	-71%[inhibitor]
29	-2%	11%
30	3%	-4%
31	-4%	-14%
32	-1%	30%

# (next part)
cpd	mol	PTAP TSG101 blk	TCR activator
33	COC(=O)Cc1c(-c2[nH]c3ccccc3c2CC(=O)OC)[nH]c2ccccc12	-4%	0%
34	O=C(O)/C(=C\c1ccc2ccccc2c1)c1cccc2ccccc12	0%	3%
35	CC(C)(C)OC(=O)N(Cc1ccccc1)Cc1ccccc1OCc1cccc(NC(=O)C2CCC2)c1	-5%	4%
36	Cc1ccc(CNCCCn2cnc(C(=O)Nc3ccc(C)c(C)c3)n2)o1	2%	4%
37	O=c1ccn(C2CCCO2)c(=O)[nH]1 (centres undefined)	-1%	-4%
38	O=C(OCc1ccccc1)N1CCC2CC1c1cc(N3CCOCC3)ccc12 (centres undefined)	-2%	6%
39	OCC1OC(n2cnc3c(/C=C(\O)c4ccccc4)ncnc32)C(O)C1O (centres undefined)	-3%	-8%
40	C=CCn1c(C)cc(-c2csc(NC(=O)C3CCN(c4ncnc5sc(C)c(C)c45)CC3)n2)c1C	-6%	-29%

cpd	S-ASM inh	a7 integrin act
33	2%	-45%
34	5%	6%
35	-4%	-15%
36	7%	4%
37	-1%	-6%
38	-5%	-7%
39	81%[activator]	-35%
40	0%	-42%

# An excerpt from above in order of heavy-atom count, smallest number first:
cpd	mol	PTAP TSG101 blk	TCR activator
37	O=c1ccn(C2CCCO2)c(=O)[nH]1 (centres undefined)	-1%	-4%
30	O=C1NC(=S)NC1Cc1ccc(O)cc1 (centres undefined)	-2%	1%
31	O=C(O)c1cc([N+](=O)[O-])cc2ccccc12	-5%	-1%
28	C/C(=N\Nc1ccc(Cl)nn1)c1ccccc1O	-3%	-5%
26	CC(=O)Nc1c(Cl)cc2c(c1Cl)Cc1ccccc1-2	-5%	-7%
27	CC1CN(Cc2ccccc2)C(=O)N(c2ccccc2)C1=O (centres undefined)	-3%	-2%
25	CC(=Nc1ccccc1)C1=C(O)C(Cc2ccc(O)cc2)NC1=O (centres undefined)	-1%	0%
34	O=C(O)/C(=C\c1ccc2ccccc2c1)c1cccc2ccccc12	0%	3%
32	O=C(Nc1ccccc1Cl)c1ccc(C(=O)Nc2ccccc2Cl)cc1	-7%	8%
39	OCC1OC(n2cnc3c(/C=C(\O)c4ccccc4)ncnc32)C(O)C1O (centres undefined)	-3%	-8%

cpd	S-ASM inh	a7 integrin act
37	-1%	-6%
30	3%	-4%
31	-4%	-14%
28	0%	-71%[inhibitor]
26	-7%	-7%
27	-1%	5%
25	4%	15%
34	5%	6%
32	-1%	30%
39	81%[activator]	-35%

cpd	mol	PTAP TSG101 blk	TCR activator
38	O=C(OCc1ccccc1)N1CCC2CC1c1cc(N3CCOCC3)ccc12 (centres undefined)	-2%	6%
40	C=CCn1c(C)cc(-c2csc(NC(=O)C3CCN(c4ncnc5sc(C)c(C)c45)CC3)n2)c1C	-6%	-29%
35	CC(C)(C)OC(=O)N(Cc1ccccc1)Cc1ccccc1OCc1cccc(NC(=O)C2CCC2)c1	-5%	4%
29	CCOc1ccc(NC(=O)CN(C)C(=O)C2CC(=O)N(CCc3ccc(OC)c(OC)c3)C2)cc1OCC (centres undefined)	-6%	4%
24	CN(CCc1ccccc1)C(=O)c1ccc(NC(=O)Cc2ccc(NC(=O)C3CCN(C(=O)C4CCCC4)CC3)cc2)cc1	1%	-4%

cpd	S-ASM inh	a7 integrin act
38	-5%	-7%
40	0%	-42%
35	-4%	-15%
29	-2%	11%
24	-1%	10%

# New compounds follow:
cpd	mol	PTAP TSG101 blk	TCR activator
41	CC(=O)Nc1ccc(NCc2ccc(-c3ccccc3)cc2)cc1	-3%	-3%
42	Cc1ccc(NC(=O)C(C)OC(=O)COc2cccc(C(F)(F)F)c2)cc1S(=O)(=O)N1CCOCC1 (centres undefined)	-7%	-1%
43	O=C(NN=Cc1cc(Cl)ccc1[N+](=O)[O-])c1cccc2ccccc12	-1%	-1%
44	Nc1ccc2[nH]c(=S)[nH]c2c1	-1%	3%
45	O=C1ON(Cc2ccccc2)C(c2ccccc2)N1c1ccccc1 (centres undefined)	-4%	-8%
46	CC1Cc2cc(-c3csc(NC(=O)CCl)n3)ccc2N1C(=O)C1CC1 (centres undefined)	5%	3%
47	COC(=O)c1ccccc1NC(=O)c1cc[n+](C)cc1	-5%	1%
48	C=CCN(c1ccccc1OC)S(=O)(=O)c1cccc(C(=O)OCC(=O)c2c(N)n(C)c(=O)n(C)c2=O)c1	-4%	0%

cpd	S-ASM inh	a7 integrin act
41	-2%	0%
42	?	14%
43	-2%	19%
44	-2%	7%
45	-2%	27%
46	0%	2%
47	-1%	5%
48	-14%	-33%

# The listing continues:
cpd	mol	PTAP TSG101 blk	TCR activator
49	O=C(NCc1ccccc1)C1=C[C@H](c2ccc(C(F)(F)F)cc2)C[C@H](OCCCCO)O1	-6%	3%
50	O=C(Nc1ccc(NC(=S)NC(=O)c2ccccc2Cl)cc1)c1cccc(Cl)c1	-6%	0%
51	CCOc1ccc2c(c1)C(=NNC(=O)c1ccccn1)c1cc(OCC)ccc1-2	-2%	0%
52	Clc1cccc2sc(N3CCOCC3)nc12	-3%	0%
53	CCCCn1cnc2c(SCc3ccc(Cl)cc3)nc(N)nc21	-3%	-4%
54	NC(=S)NN=C1c2ccccc2-c2c(F)c(F)c(F)c(F)c21	-2%	5%
55	Cc1nc(Nc2ccc(Cl)c(Cl)c2)sc1C(/C=C/c1ccc2c(c1)OCO2)=NNc1ccc([N+](=O)[O-])cc1[N+](=O)[O-]	-5%	10%
56	CCCNC(=O)C1(CC2CC(c3ccccc3)=NO2)CCN(C(=O)CCCCCBr)CC1 (centres undefined)	-3%	-4%

cpd	S-ASM inh	a7 integrin act
49	-9%	4%
50	-7%	-10%
51	0%	13%
52	2%	16%
53	-1%	0%
54	-7%	-55%[inhibitor]
55	1%	15%
56	5%	17%

# Later entries
cpd	mol	PTAP TSG101 blk	TCR activator
57	O=C1C(=NO)CCCc2ccccc21	-2%	0%
58	CC(=O)Nc1ccc(S(=O)(=O)NN=Cc2ccc(Cl)c(Cl)c2)cc1	4%	3%
59	COCCN1C(=O)c2oc3cc(C)c(C)cc3c(=O)c2C1c1cccc(O)c1 (centres undefined)	-3%	-2%
60	CC(C)c1ccc(/C=c2\sc3n(c2=O)C(N)=C(C#N)C(c2ccc(C(C)C)cc2)C=3C(N)=O)cc1 (centres undefined)	-1%	-1%
61	CC1=CC(C)(C)NC(=S)N1c1ccc(Cl)cc1	3%	-3%
62	O=C(O)c1ccc(C=NN=Cc2ccco2)cc1	-2%	-14%
63	O=C(Nc1ccccc1)C1CCOC1=O (centres undefined)	0%	-3%
64	CC1CN(CC(O)c2ccc(Br)cc2)CCO1 (centres undefined)	-4%	7%

cpd	S-ASM inh	a7 integrin act
57	5%	14%
58	-13%	-1%
59	-2%	14%
60	-3%	-27%
61	9%	0%
62	2%	21%
63	0%	0%
64	0%	0%

# New compounds follow
cpd	mol	PTAP TSG101 blk	TCR activator
65	O=C(c1ccccc1)N1CCCCC1	-1%	-10%
66	O=C(NCCCc1ccccc1)C1CC1	-4%	20%
67	O=C(NNC(=O)c1ccc2ccccc2c1)c1cccc(F)c1	-2%	-2%
68	CCN(C(=O)COC(=O)CCOc1ccccc1C)c1c(N)n(Cc2ccccc2)c(=O)[nH]c1=O	-1%	4%
69	O=C1CC(c2ccccc2)=NO1	-3%	1%
70	CC(C)(C)OC(=O)N1CCCC(C(=O)Nc2cccc(C(=O)NC3CC3)c2)C1 (centres undefined)	0%	5%
71	CCOC(=O)[C@@H]1CSCCS(=O)(=O)N1	-1%	-1%

cpd	S-ASM inh	a7 integrin act
65	-2%	-11%
66	1%	7%
67	-1%	0%
68	-2%	-13%
69	-1%	12%
70	1%	-4%
71	2%	5%
